Bioassay records (PubChem BioAssay)
E coli growth: bacterial growth inhibition, counter-screen for AddAB inhibitors; E. coli V3065 growth, OD600 absorbance, 18 h; inhibition, % at 11.9 µM; hit rate 0.27% among 330,000; AID 449728;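 active = inhibition above the campaign's mean inhibition across all tested compounds plus 3 SD, cut at about 9.9% in these data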;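 also: uninfected addAB+ strain grown without phage in ampicillin broth; 0% = DMSO wells and 100% = ciprofloxacin 0.95 µg/ml wells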
CDK5 inh: CDK5/p35 (human) kinase inhibition. Q00535+Q15078. Recombinant CDK5/p35, ADP-Glo luminescence, 60 min. inhibition, % at 10 µM. hit rate 0.01% among 330,000. AID 488839;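 active = highest replicate inhibition of at least 50% and at least 75% of replicates reaching 50%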;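 also: plate controls were DMSO neutral control for no effect and GW8510 at 10 µM for full effect; many of its hits are not listed in these tables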
phage Ecoli inh: E. coli growth loss with phage present; hit rate 0.26% among 360,000; AID 651602; inhibition, % at 11.9 µM; growth absorbance; in the data active = inhibition above about 11%
SUMO Mot1 rescue: SUMOylation pathway inhibition by Mot1-301 growth rescue. AID 2716. growth rescue, % at 18.8 µM. S. cerevisiae Mot1-301 growth rescue, ATP luminescence, 38.5C; percent above DMSO median, 100 means doubled. hit rate 1% among 320,000;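 active = every valid replicate shows activation above 250% relative to neutral control wells; inactive = the rest, any valid replicate at or below 250%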;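 also: OY570 slx delta 5 strain wells were the positive control but not used for scaling; some compounds called inactive have numbers as strong as hits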
HTR5A ag ctr: HTR5A agonism, opioid heterodimer counter-screen; P47898; HTR5A agonist assay, luminescence, cell-based; activation, % at 9.3 µM; hit rate 0.61% among 340,000; in the data active = activation mostly above about 9.5%, no sharp cut-off; inactive = mostly below about 7.6%;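 also: 0% = cells with vehicle only and 100% = reference agonist; strong numbers were not always called active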
DAGLB inhibitor: diacylglycerol lipase beta (human) inhibition. Q8NCG7. HEK293T DAGLB membrane lysate, EnzChek fluorogenic substrate. inhibition, % at 5.17 µM. hit rate 0.059% among 340,000; in the data active = inhibition above about 34%;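 also: 0% = enzyme with vehicle and 100% = wells lacking enzyme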
Target sequence (Q8NCG7 whole entry, looked up): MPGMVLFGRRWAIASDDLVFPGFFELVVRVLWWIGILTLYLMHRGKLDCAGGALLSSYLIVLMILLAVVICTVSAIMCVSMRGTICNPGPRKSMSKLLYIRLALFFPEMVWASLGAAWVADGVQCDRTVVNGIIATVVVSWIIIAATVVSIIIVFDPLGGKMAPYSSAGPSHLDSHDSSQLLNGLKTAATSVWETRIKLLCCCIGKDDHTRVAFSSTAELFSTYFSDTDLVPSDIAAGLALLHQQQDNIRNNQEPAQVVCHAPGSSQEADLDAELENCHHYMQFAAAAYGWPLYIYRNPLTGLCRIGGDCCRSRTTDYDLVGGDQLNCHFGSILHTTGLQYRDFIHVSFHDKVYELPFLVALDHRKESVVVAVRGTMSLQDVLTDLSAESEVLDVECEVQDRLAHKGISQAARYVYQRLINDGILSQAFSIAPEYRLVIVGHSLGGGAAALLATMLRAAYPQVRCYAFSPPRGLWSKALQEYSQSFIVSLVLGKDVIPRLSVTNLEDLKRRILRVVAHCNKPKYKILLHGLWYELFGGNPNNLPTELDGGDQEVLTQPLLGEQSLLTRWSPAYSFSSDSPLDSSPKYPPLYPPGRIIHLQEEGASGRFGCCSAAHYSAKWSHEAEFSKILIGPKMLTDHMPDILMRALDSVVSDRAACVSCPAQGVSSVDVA
PKA-R1A act: PKA-R1A complex activation | P00514+P68181 | hit rate 0.083% among 340,000 | PKA-R1A dissociation, Cy5-IP20 fluorescence polarization; scaled: DMSO 0%, 113 µM cGMP 100% | activation, % at 11.4 µM;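 active = percent activation above the mean of all tested compounds plus 3 SD, cut at about 19% in these data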;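 also: higher means more PKAc released from R1A so a rise in polarization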
HTR5A inv ctr: inverse agonist of human HTR5A in OPRM1-OPRD1 counter-screen; P47898; HTR5A cell line, luminescence, inverse agonism; inhibition, % at 9.3 µM; hit rate 0.083% among 340,000; in the data active = inhibition mostly above about 23%, no sharp cut-off; inactive = mostly below about 18%;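 also: 0% = cells with DMSO and 100% = no-cell wells with DMSO; some compounds called inactive have numbers as strong as hits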
Tat export inh: blocks Tat-dependent protein export in E. coli; E. coli MC4100 TorA-mCherry Tat export, fluorescence; inhibition, % at 10 µM; hit rate 0.036% among 340,000;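 active = mean replicate inhibition at least 50% and at least half of replicates individually reaching 50%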;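 also: exported cargo escapes ClpAP degradation while cytoplasmic cargo is degraded and loses fluorescence; 0% = median of neutral control wells and 100% = median of NaSCN control wells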
AddAB inh: less growth of phage-infected E. coli with AddAB; E. coli expressing H. pylori AddAB, absorbance growth; inhibition, % at 11.9 µM; hit rate 0.29% among 330,000; AID 435030; in the data active = inhibition above about 12%;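 also: 0% = vehicle wells of infected cells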
PKA-R2B act: activates the human PKA-R2B holoenzyme complex; hit rate 0.079% among 340,000; PKA-R2B holoenzyme dissociation, Cy5-IP20 fluorescence polarization; R2B truncated from residue 108, S112A mutant; 0% DMSO only, 100% 113 µM cGMP; AID 504700; activation, % at 11.4 µM;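 active = activation above a cutoff set at the mean over all compounds plus 3 SD, cut at about 18% in these data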;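 also: higher means more holoenzyme dissociation and a rise in polarization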
Target sequence (P31323 whole entry, looked up, other chains not shown, the tested form may be a part): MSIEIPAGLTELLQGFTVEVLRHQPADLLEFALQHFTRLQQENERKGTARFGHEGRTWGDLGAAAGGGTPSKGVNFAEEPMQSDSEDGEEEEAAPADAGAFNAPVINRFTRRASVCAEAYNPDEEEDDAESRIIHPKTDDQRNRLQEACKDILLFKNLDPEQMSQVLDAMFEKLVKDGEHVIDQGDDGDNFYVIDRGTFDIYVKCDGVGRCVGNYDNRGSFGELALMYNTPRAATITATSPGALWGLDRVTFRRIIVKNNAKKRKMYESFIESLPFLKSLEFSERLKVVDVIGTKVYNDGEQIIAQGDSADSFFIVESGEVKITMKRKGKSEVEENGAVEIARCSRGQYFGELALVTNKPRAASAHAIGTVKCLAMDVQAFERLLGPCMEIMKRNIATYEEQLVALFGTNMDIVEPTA
Starred values were filed as active, the others as inactive; . = no result given. An unsorted share of the library. Share with any hit: about 2.3%.

SMILES | E coli growth | CDK5 inh | phage Ecoli inh | SUMO Mot1 rescue | HTR5A ag ctr | DAGLB inhibitor | PKA-R1A act | HTR5A inv ctr | Tat export inh | AddAB inh | PKA-R2B act
CCN(C(=O)COC(=O)/C=C/c1cccc([N+](=O)[O-])c1)c1ccccc1 | 0.7 | -0.4 | 1.1 | -7 | 1 | 4 | 6 | -2 | -10 | 6.0 | 1
CCOc1ccccc1N(CC(=O)NCc1ccccc1)C(=O)CCC(=O)Nc1cc(C)ccn1 | 2.5 | -0.4 | 3.8 | -11 | 7 | -1 | 1 | -4 | 6 | 3.2 | 3
CC(C)n1c2ccccc2c2cc([N+](=O)[O-])ccc21 | -4.3 | -2.4 | 1.5 | 14 | 6 | -9 | 12 | 2 | -9 | 0.6 | 8
CCCCN(CCCC)CCCNC(=O)CC1Oc2ccc(C)cc2NC1=O (stereo unspecified) | -2.2 | -0.1 | 4.7 | 360 | 2 | -1 | 8 | -62 | 4 | -4.1 | 6
COc1ccc(-c2ccc(CO)o2)cc1N | 1.7 | -0.9 | 3.7 | 3 | -4 | -2 | -5 | -8 | 0 | -0.5 | -3
CCn1c(=NC(=O)C2COc3ccccc3O2)sc2c(C)ccc(OC)c21 (stereo unspecified) | -2.5 | 0.4 | 1.2 | 7 | 0 | -8 | -15 | -1 | -8 | 1.0 | -4
CC(=O)NC(CCS(C)(=O)=O)C(=O)Nc1ccc2c(c1)OCO2 (stereo unspecified) | -0.8 | 0.2 | -0.1 | 16 | 0 | -2 | -1 | 2 | -4 | -1.0 | 4
CCC(C)(C)NC(=O)C(c1cccc(OC)c1)N(C(=O)c1ccn[nH]1)c1cccc(OC)c1 (stereo unspecified) | -0.4 | -1.4 | 1.1 | -20 | 3 | -1 | 11 | -10 | -7 | 1.6 | 9
CN1C(=O)Cc2cc(S(=O)(=O)NCCc3ccccc3)ccc21 | -0.3 | -5.5 | 1.6 | 161 | -1 | 2 | -12 | 3 | 5 | 2.8 | -18
CS(=O)(=O)N(CC(=O)Nc1cc(Cl)ccc1Cl)c1ccccc1 | 0.6 | 0.8 | 2.2 | -16 | 6 | -2 | 2 | -16 | -5 | 2.2 | 3
COc1ccccc1NC(=O)N1CCN(c2ccnc3cc(Cl)ccc23)CC1 | -1.5 | 0.5 | 2.6 | -13 | 2 | 1 | -17 | 16 | -8 | 0.9 | -10
Cc1ccc(/C=N/NC(=S)NCCc2ccccc2)s1 | 1.3 | -3.2 | 2.8 | -5 | -2 | -2 | 2 | -1 | 8 | 1.4 | -1
COC(=O)c1cc(C(=O)OCC(=O)N(C)C2CCS(=O)(=O)C2)cc([N+](=O)[O-])c1 (stereo unspecified) | 12* | -0.9 | 0.9 | 3 | 0 | 2 | 2 | 3 | 0 | 22* | -4
COc1cccc(-n2nnnc2SCC(=O)Nc2ccc(NC(C)=O)cc2)c1 | 0.4 | 0.4 | -0.2 | -10 | -3 | 1 | -2 | 11 | -6 | -2.1 | 0
O=[N+]([O-])c1ccccc1N/N=C\c1ccccc1F | 2.9 | -0.8 | 2.7 | -4 | -3 | 6 | 1 | 8 | 7 | 3.4 | 10
CC(C)CN1CCC(=O)N([C@H](CSc2ccccc2)Cc2ccccc2)CC1 | 0.9 | -0.9 | 0.0 | -3 | -4 | -10 | -8 | 3 | -1 | 4.1 | -3
COC(CNS(=O)(=O)c1ccc(S(=O)(=O)N2CCCC2)cc1)OC | 0.0 | 4.8 | 0.6 | 7 | 1 | 1 | 3 | -3 | -1 | 3.5 | -12
COc1ccc(-c2noc(-c3cccc(OC)c3OC)n2)cc1OC | -1.4 | 1.7 | 1.4 | -29 | 3 | -10 | -14 | -9 | -1 | 0.6 | -3
Cc1cc(OCC(=O)OCC(=O)Nc2cc(S(=O)(=O)N3CCOCC3)ccc2Cl)ccc1Cl | -0.4 | 0.9 | 3.6 | -5 | -1 | -2 | -3 | 4 | -7 | 0.4 | 1
COC(=O)NNC(=O)C(c1ccccc1)c1ccccc1 | -2.0 | -10 | 1.0 | -5 | 3 | 2 | -7 | -9 | 35 | 0.0 | -9
Cc1ccc(N2C(=O)C3C(C2=O)C(C(=O)c2ccc(Cl)cc2)N2CCCC32)cc1 (stereo unspecified) | 0.0 | 0.7 | 1.8 | 32 | 5 | -2 | 1 | 15 | -3 | 2.4 | 4
Cc1c(Cl)cccc1NC(=O)NN1CCN(C)CC1 | . | -0.8 | 1.6 | 2 | 4 | 0 | -2 | 2 | -6 | . | 5
COc1cccc(N=c2oc3c(C)ncc(CO)c3cc2C(N)=O)c1 | -3.7 | -0.9 | 3.1 | 5 | 0 | 3 | 3 | 11 | -9 | -1.2 | 8
COC(=O)c1cc(C)nc(N)c1C#N | -0.6 | 0.9 | 2.8 | 774 | -3 | 1 | -10 | 6 | 2 | 0.7 | 1
CN(c1ccccc1)c1nc(N)c([N+](=O)[O-])c(Nc2cccc(F)c2)n1 | 0.2 | -0.6 | 1.8 | -20 | 2 | -7 | 0 | -7 | -1 | -1.2 | 7

Marked active in AddAB inh, of those listed so far:
canonical_smiles | CDK5 inh | phage Ecoli inh | SUMO Mot1 rescue | DAGLB inhibitor | PKA-R1A act | Tat export inh | AddAB inh | PKA-R2B act
COC(=O)c1cc(C(=O)OCC(=O)N(C)C2CCS(=O)(=O)C2)cc([N+](=O)[O-])c1 (stereo unspecified) | -0.9 | 0.9 | 3 | 2 | 2 | 0 | 22* | -4

For convenience, some entries already given:
SMILES | E coli growth | CDK5 inh | phage Ecoli inh | SUMO Mot1 rescue | HTR5A ag ctr | DAGLB inhibitor | PKA-R1A act | HTR5A inv ctr | Tat export inh | AddAB inh | PKA-R2B act
COC(CNS(=O)(=O)c1ccc(S(=O)(=O)N2CCCC2)cc1)OC | 0.0 | 4.8 | 0.6 | 7 | 1 | 1 | 3 | -3 | -1 | 3.5 | -12
COc1ccc(-c2noc(-c3cccc(OC)c3OC)n2)cc1OC | -1.4 | 1.7 | 1.4 | -29 | 3 | -10 | -14 | -9 | -1 | 0.6 | -3
Cc1cc(OCC(=O)OCC(=O)Nc2cc(S(=O)(=O)N3CCOCC3)ccc2Cl)ccc1Cl | -0.4 | 0.9 | 3.6 | -5 | -1 | -2 | -3 | 4 | -7 | 0.4 | 1
COC(=O)NNC(=O)C(c1ccccc1)c1ccccc1 | -2.0 | -10 | 1.0 | -5 | 3 | 2 | -7 | -9 | 35 | 0.0 | -9
Cc1ccc(N2C(=O)C3C(C2=O)C(C(=O)c2ccc(Cl)cc2)N2CCCC32)cc1 (stereo unspecified) | 0.0 | 0.7 | 1.8 | 32 | 5 | -2 | 1 | 15 | -3 | 2.4 | 4
Cc1c(Cl)cccc1NC(=O)NN1CCN(C)CC1 | . | -0.8 | 1.6 | 2 | 4 | 0 | -2 | 2 | -6 | . | 5
COc1cccc(N=c2oc3c(C)ncc(CO)c3cc2C(N)=O)c1 | -3.7 | -0.9 | 3.1 | 5 | 0 | 3 | 3 | 11 | -9 | -1.2 | 8

Additional compounds
SMILES | E coli growth | CDK5 inh | phage Ecoli inh | SUMO Mot1 rescue | HTR5A ag ctr | DAGLB inhibitor | PKA-R1A act | HTR5A inv ctr | Tat export inh | AddAB inh | PKA-R2B act
O=c1ccc2cc(S(=O)(=O)NCc3ccccc3)ccc2[nH]1 | -1.1 | 0.4 | 2.2 | -10 | 3 | -1 | -3 | -17 | -6 | -0.5 | -2
COc1ccc(C2c3ccc4ccccc4c3Oc3ncn(CCCO)c(=N)c32)cc1 (stereo unspecified) | 1.3 | -0.1 | 2.9 | 3 | 2 | -7 | 5 | 0 | -4 | 5.2 | -4
O=C(Nc1cccc([N+](=O)[O-])c1)N1CCCCCC1 | 1.8 | -1.0 | 2.6 | 343 | 0 | 1 | 2 | 2 | -6 | 2.2 | 2
COc1ccc(/C=N/NC(=O)c2ccncc2)cc1Cn1nc([N+](=O)[O-])c(Br)c1C | -2.0 | 1.6 | 4.0 | 5 | 1 | 5 | -2 | -2 | 0 | 0.3 | 2
Cc1ccc(C(=O)Nc2ccccc2C(=O)N2CCCCCC2)cc1 | 1.0 | 0.8 | 1.9 | 6 | 1 | -3 | 0 | -10 | 3 | 7.3 | 0
Cc1ccc(-n2nc3c(c2NC(=O)c2c(F)cccc2Cl)CS(=O)(=O)C3)cc1C | -1.7 | -4.1 | 2.3 | 8 | -3 | -2 | -6 | 3 | 2 | 0.1 | -2
COC(=O)C1CC(O)CN1S(=O)(=O)c1cccs1 (stereo unspecified) | 1.3 | 1.6 | 1.6 | 0 | 1 | 1 | 2 | -4 | -3 | 0.0 | 1
NC(=O)CSc1nc2ccccc2c(=O)n1Cc1ccccc1 | -2.4 | 0.7 | 1.3 | 9 | 4 | 4 | -1 | -29 | -16 | -2.1 | 3
O=C(CCCC(=O)Nc1cccnc1)Nc1cccnc1 | 0.5 | -4.3 | 1.8 | -2 | 3 | 0 | 9 | -8 | -3 | -1.9 | -1
CC(C)C(NS(=O)(=O)c1ccccc1)C(=O)OCc1cc([N+](=O)[O-])cc2c1OCOC2 (stereo unspecified) | 0.3 | 0.5 | -0.4 | -8 | 4 | -2 | -2 | 31 | -8 | 1.8 | -9
Cn1cc([N+](=O)[O-])c(C(=O)n2cccn2)n1 | -2.2 | 0.2 | 1.2 | 11 | -3 | 2 | 2 | -37 | 1 | 2.4 | -8
O=C(O)c1cccc(CSc2n[nH]c(-c3ccc(Cl)cc3Cl)n2)c1 | 0.9 | -1.9 | 4.9 | -7 | 1 | 1 | -6 | 4 | 4 | 2.5 | 2
COc1ccc(Nc2nc(N)nc(CN3CCN(c4ccc(F)cc4)CC3)n2)cc1 | -3.2 | 2.9 | 3.4 | 10 | 0 | 0 | 8 | -1 | 6 | -1.1 | 5
CCOC(=O)C1=C(c2ccccc2)NC(=O)NC1c1cc(OCC)c(O)c([N+](=O)[O-])c1 (stereo unspecified) | . | -0.7 | -1.0 | 30 | 1 | 4 | -18 | -6 | -7 | . | 2
S=c1[nH]ccn1CCc1ccccc1 | 1.8 | 0.8 | 0.1 | -4 | 3 | 1 | -11 | -12 | -6 | -1.2 | 0
Cc1cc(C(=O)CSc2ncnc3ccccc23)c(C)n1C1CC1 | -2.3 | -0.3 | -0.3 | -1 | 2 | -3 | 4 | -15 | 7 | -0.8 | -1
COC(=O)c1cccc(N(CC(=O)NC2CCCCC2)C(=O)CNC(=O)c2cccs2)c1 | -1.4 | -2.7 | -0.2 | -6 | 5 | 0 | -1 | -13 | 3 | 1.1 | 8
O=C(Cn1cc(COc2ccc(C(=O)c3ccccc3)cc2)nn1)c1ccc(O)cc1 | . | -0.5 | 4.7 | . | 2 | -4 | 11 | -6 | -1 | . | 0
COc1cc(CN2CCN(Cc3ccco3)CC2)cc(OC)c1 | 1.8 | 1.3 | -0.3 | -6 | 2 | -1 | -16 | -6 | 0 | 3.3 | -1
COCCn1c(SCC(=O)N2CCC(C)CC2)nc2ccccc2c1=O | -0.3 | -1.4 | 1.7 | 5 | 1 | -1 | 6 | 6 | 1 | 2.8 | -10
NC(=O)C[C@H](NC(=O)c1ccc(Cl)cc1)C(=O)OCc1ccccc1 | 0.3 | -0.8 | 6.0 | 2 | 5 | 3 | 1 | -13 | 1 | 0.3 | 1
CCOc1ccc(NC(=O)COC(=O)c2n[nH]c3ccccc23)cc1 | -0.2 | 0.1 | -0.5 | 17 | -3 | -4 | -5 | 11 | -7 | 0.7 | -1
